ATXN2 expr inh – Primary qHTS for Inhibitors of ATXN expression. HEK-293 ATXN2-luciferase reporter, luminescence, 24 h. Potency, µM (titrated, usually from 57 µM), inactives show top-dose activity change, negative = inhibition, usual class: inhibitors. 360,000 compounds, 0.72% hits; note: potency is the fitted concentration of half-maximal effect; % is set by controls: 0 for no effect and ±100 for the full control effect; nearly all actives have a fitted effect of over 55% in size
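ATXN2-luciferase reporter cells (luciferase flanked by upstream and downstream ATXN2 gene portions) were treated 24 h at 37 °C with compounds at up to 57 uM. SteadyGlo luminescence gave expression; GF-AFC fluorescence gave viability.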
S2 tox – Viability Counterscreen for Primary qHTS for Inhibitors of ATXN expression; 400,000 compounds, 0.49% hits; S2 cells (HEK-293 line with an ATXN2-luciferase reporter) viability, CellTiter-Fluor protease fluorescence, 24 h; Potency, µM (top dose mostly 56.7 µM), actives largely listed as cytotoxic; note: potency is the fitted concentration of half-maximal effect; nearly all actives have a fitted effect of over 40% in size
IL-1B inflam inh – qHTS for Inhibitors of Inflammasome Signaling: IL-1-beta AlphaLISA Primary Screen. THP-1 LPS/ATP IL-1B secretion, AlphaLISA, 16 h; stronger effect = lower value. activity change, % at 57.5 µM. 360,000 compounds, 4.7% hits. AID 743279, 2014; in the data active = activity change below about -50%; inconclusive = mostly about -30% to -49%; note: % is set by controls: 0 for no effect and ±100 for the full control effect
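THP-1 cells pretreated 1 hr with compounds (up to 57.5 uM final), then stimulated with LPS (250 ng/mL final) plus ATP (1.25 mM final); secreted IL-1B measured by AlphaLISA after 16 hr, decreased signal indicating inhibition.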
TGFb inhibitor – qHTS for Inhibitors of TGF-b. HepG2 CAGA-GFP TGF-b/SMAD3 reporter, GFP fluorescence, 18 h; TGF-beta stimulated, 500 pg/mL final. Potency, µM (titrated, usually from 46.1 µM), for inactives: at the highest dose activity, negative = inhibition, hits mostly inhibitors. 410,000 compounds, 1.2% hits. AID 588855, 2011; note: potency is the fitted concentration of half-maximal effect; % is set by controls: 0 for no effect and ±100 for the full control effect; nearly all actives have a fitted effect of over 65% in size
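Per well, imaged GFP fluorescence of HEPG2 CAGA-GFP cells gives the signal; cells get compound, then TGF-beta (500 pg/mL final), 18 h at 37 degrees C; %Activity versus -TGF-beta and +DMSO controls.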
Nrf2 ARE act – qHTS of Nrf2 Activators; AREc32 ARE-luciferase reporter (MCF7-derived line), luminescence, 24 h; Potency, µM (doses to about 46.1 µM), inactives show top-dose activation, hits mostly activators; 410,000 compounds, 0.31% hits; note: potency is the fitted concentration of half-maximal effect; % of control where 0% means no effect; nearly all actives have a fitted effect of over 65% in size
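Quantitative high-throughput format: AREc32 reporter cells, 1000 per well, received compound by pin transfer and were incubated 24 hr at 37 deg C, 5% CO2, before Steady-Glo luminescence detection.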
A549 tox – Nrf2 qHTS screen for inhibitors: counterscreen for cytotoxicity | A549 ARE-Fluc cells, CellTiter-Fluor viability, 18-24 h | Potency, µM (titrated, usually from 46 µM), without a hit: at the highest dose activity change, negative = cytotoxicity, usual class: inhibitors | 390,000 compounds, 0.16% hits | AID 504648, 2011; note: potency is the fitted concentration of half-maximal effect; % is set by controls: 0 for no effect and ±100 for the full control effect
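Cytotoxicity counterscreen: CellTiter-Fluor fluorescence was measured in A549 ARE_Fluc cells after 18-24 h of compound exposure in a concentration series. The subsequent BugLite luminescent read reports ARE-luciferase activity.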
MCF10A rereplic – A quantitative high throughput screen for small molecules that induce DNA re-replication in MCF 10a normal breast cells. MCF 10A DNA re-replication, Hoechst nuclear intensity, 48 h. 350,000 compounds, 2.9% hits. AID 624296, 2012. Potency, µM (top dose mostly 46.1 µM), inactives show at the highest dose activity, positive = re-replication, most hits filed as activators; note: potency is the fitted concentration of half-maximal effect; % of control where 0% means no effect; nearly all actives have a fitted effect of over 50% in size
HepG2 viability – qHTS for Inhibitors of TGF-b: Cytotox Counterscreen; AID 588856, 2011; Potency, µM (series often up to 46.1 µM), inactives show at the top dose activity change, negative = cytotoxicity, usual class: cytotoxic; HepG2 CAGA-GFP viability, ATP luminescence, 18 h; 410,000 compounds, 0.76% hits; note: potency is the fitted concentration of half-maximal effect; some results filed as inactive show a strong effect at the top dose
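CellTiter-Glo luminescence gave cytotoxicity after 18 hours at 37 degrees C. The cells were HepG2 CAGA-GFP in 1% FBS DMEM, stimulated with 500 pg/mL TGF-beta after compound addition. %Activity was normalised to no-cell wells (complete cell-killing) and DMSO (no toxicity), and curves were fitted and classified.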
Nrf2 block – Nrf2 qHTS screen for inhibitors | AID 504444, 2011 | Potency, µM (series often up to 46 µM), for the others: top-dose activity change, negative = inhibition, hits mostly inhibitors | A549 ARE-Fluc reporter, luciferase luminescence, 18-24 h | 360,000 compounds, 2.1% hits; note: potency is the fitted concentration of half-maximal effect; % is set by controls: 0 for no effect and ±100 for the full control effect; nearly all actives have a fitted effect of over 60% in size
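A549 ARE_Fluc cells, 5000/well, 5% FBS OPTI-MEM; compounds in dose-response, 18-24 h at 37 °C/5% CO2; CellTiter-Fluor viability read (Ex 405/Em 525), then BugLite luciferase luminescence = Nrf2 activity.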
The depositor's hits bear a star; i = inactive; ? = inconclusive; / = no result given; & = joins results of further samples; [ ] = dose if it differs, or a comment. Unless noted, calls come from the whole dose curve; as a rule, active = well fitted curve in the direction sought with a large enough effect; inconclusive = small, poorly fitted or top-dose-only effect, or another doubt; inactive = no such curve, though single readings can be large; an effect the other way counts as inactive or inconclusive.

SMILES	ATXN2 expr inh	S2 tox	IL-1B inflam inh	TGFb inhibitor	Nrf2 ARE act	A549 tox	MCF10A rereplic	HepG2 viability	Nrf2 block
COc1cc(C2NC(=O)N(C)C(C)=C2C(=O)OCc2ccccc2)cc(Br)c1O (stereo unspecified)	-13%	i	3	-1%	0.1%	9%	8%	-55%	0%
Cc1cc(C)c(C(CC(=O)c2cccs2)C(C#N)C#N)c(C)c1 (stereo unspecified)	?	/	-105*	18µM*	2.7%	-3%	?	13µM*	1%
Cn1c(CCN2CCN(c3ccccn3)CC2)nc2cc(NS(=O)(=O)c3ccc(F)cc3)ccc21	/	?	-13	-9%	16%	/	/	-1%	/
Cc1ccccc1C(=O)N1CCC[C@@H]1C(=O)N1CCC[C@H]1C(=O)NCc1ccncc1	-4%	i	30	/	-0.5%	/	/	/	/
O=C1CCCCC1(CCc1ccncc1)CCc1ccncc1	-4%	i	-16	-17%	0.3%	-11%	?	-17%	?
COc1cc(Cl)c(S(=O)(=O)NCc2ccccn2)cc1Cl	4%	i	-11	0%	0.1%	4%	5%	3%	0%
CC(CNC(=O)c1ccco1)NC(=O)c1ccco1 (stereo unspecified)	1%	i	3	-8%	-0.3%	0%	-1%	-12%	9%
COc1ccc(N2CCN(C(=S)Nc3ccccc3)CC2)cc1	5%	i	-5	-29%	-0.5%	10%	?	2%	0%
COc1cc(OC)c(NC(=O)c2c(C)oc3ncnc(N4CCCCC4)c23)cc1Cl	-5%	i	/	-3%	-0.9%	8%	/	-15%	?
Cc1oc(-c2cccc(Cl)c2)nc1CS(=O)(=O)CC(=O)NC(C)CCc1ccccc1 (stereo unspecified)	?	?	/	10µM*	0.5%	-9%	/	-34%	-9%
COc1ccc(CCNC(=O)CSc2n[nH]c(N)n2)cc1OC	-4%	i	10	23%	0.3%	0%	1%	3%	6%
O=C(CSc1ccc2nnc(-c3ccccn3)n2n1)NCC1CCCO1 (stereo unspecified)	2%	i	17	22%	-0.9%	-4%	4%	3%	20%
COC(=O)C1=C(C)N(CCCC(=O)O)C(=O)NC1c1cccs1 (stereo unspecified)	4%	i	5	-6%	0.1%	5%	-1%	10%	18%
COc1ccc(S(=O)(=O)N2CCCCC2)cc1NC(=O)c1cncc(Br)c1	9%	i	4	1%	0.5%	-3%	-2%	10%	4%
CNC(=S)N1N=C(c2ccc(Br)cc2)CC1c1ccc(OC)cc1 (stereo unspecified)	0%	?	-11	?	0.2%	-5%	3%	-5%	-7%

Compound profiles, from the list above. Order of screens: ATXN2 expr inh | S2 tox | IL-1B inflam inh | TGFb inhibitor | Nrf2 ARE act | A549 tox | MCF10A rereplic | HepG2 viability | Nrf2 block
CNC(=S)N1N=C(c2ccc(Br)cc2)CC1c1ccc(OC)cc1 (stereo unspecified) as listed: 0% | ? | -11 | ? | 0.2% | -5% | 3% | -5% | -7%
COC(=O)C1=C(C)N(CCCC(=O)O)C(=O)NC1c1cccs1 (stereo unspecified) as listed: 4% | i | 5 | -6% | 0.1% | 5% | -1% | 10% | 18%
Cc1ccccc1C(=O)N1CCC[C@@H]1C(=O)N1CCC[C@H]1C(=O)NCc1ccncc1 as listed: -4% | i | 30 | / | -0.5% | / | / | / | /

The list continues:
SMILES	ATXN2 expr inh	S2 tox	IL-1B inflam inh	TGFb inhibitor	Nrf2 ARE act	A549 tox	MCF10A rereplic	HepG2 viability	Nrf2 block
COc1cccc(-n2c(SCC(=O)Nc3c(C)cc(C)cc3C)nc3c([nH]c4ccccc43)c2=O)c1	-30%	i	/	-1%	8.9%	-17%	/	-26%	/
CCCCN(Cc1ccccc1)S(=O)(=O)c1c(N)n(C)c(=O)n(C)c1=O	5%	i	7	-15%	-0.4%	-1%	-1%	-29%	2%
Nc1ccc(NC(=O)CCN2CCOCC2)cc1	-13%	i	2	-2%	0.6%	1%	-2%	18%	-3%
O=C(COc1ccccc1Cl)NCCNC(=O)c1ccccn1	10%	i	6	-1%	-0.5%	-16%	0%	-6%	-15%
CCC(CC)NC(=O)C1CC(=O)N(CCc2ccc(F)cc2)C1 (stereo unspecified)	/	i	-11	1%	-0.7%	-7%	-2%	-3%	0%
Cc1ccc(C(=O)c2c[nH]c(C(=O)NCCCN3CCOCC3)c2)cc1	-4%	i	-10	-11%	-0.5%	-5%	-5%	-17%	-6%
Cc1nn(-c2ccc(F)cc2)c(Cl)c1C(=O)N(C)CC(=O)Nc1cccc(F)c1	-15%	i	-52*	-14%	0.6%	-6%	-1%	13%	?
O=C(O)c1ccc(CSc2nnc(-c3ccccc3)n2-c2ccccc2)cc1	35%	i	10	-11%	-0.4%	0%	23%	-12%	-18%
COc1ccc2c(c1OC)C(=O)N1c3ccccc3C(=O)N(Cc3ccco3)C21 (stereo unspecified)	/	/	/	?	/	-13%	/	-21%	0%
Cc1ccc(/C=C/C(=O)Nc2ccccc2C(N)=O)cc1	37%[activator]	i	?	0%	0.3%	-4%	?	-17%	-24%
NC(=O)C(c1ccc(Cl)cc1Cl)c1ncc(C(F)(F)F)cc1Cl (stereo unspecified)	-1%	i	-13	-2%	0.4%	2%	-1%	-24%	8%
COc1cc(CNCc2cccc(OC)c2OC)cc(OC)c1	-20%	i	-25	3%	0.5%	7%	-6%	-15%	-6%
c1ccc(-c2cc3ccccc3[nH]2)cc1	16%	i	13	7%	5.8%	0%	2%	-14%	19%
CCOC(=O)C1CCN(C(=O)c2ccc(Cl)c(S(=O)(=O)N3CCCC3)c2)CC1	9%	i	11	0%	3.5%	-1%	11%	-7%	21%
Cc1cccc(OCCC(=O)NNC(=O)c2ccoc2C)c1	/	i	18	-1%	0.0%	11%	-4%	-11%	-5%
COc1ccc(/C=C/CN2CCCC(C(=O)c3ccc(OC)c(F)c3)C2)cc1 (stereo unspecified)	-13%	i	-93*	-27%	4.1%	-13%	?	-35%	-11%
CCOC1=CC(=O)OC(c2ccccc2)C1 (stereo unspecified)	10%	i	0	0%	0.4%	-5%	1%	-5%	1%
CCOC(=O)N1CCC(NC(=O)c2cc3cc4cc(OC)ccc4nc3o2)CC1	-15%	i	?	-2%	1.9%	-3%	14%	-15%	-20%
CCN(CC)c1cc(C)c2cc(NC(=O)c3ccc(OC)c(OC)c3)ccc2n1	-6%	?	/	?	4.9%	?	/	-83%	-14%[9.27 µM]
Cc1ccc(NC(=O)COc2cccc(Oc3ccccc3)c2)cc1S(=O)(=O)N1CCOCC1	-23%	?	18	?	-0.3%	-4%	4%	-9%	?
COc1ccccc1C(=O)Oc1ccc(N2C(=O)CCC2=O)cc1	-2%	i	15	3%	-1.4%	2%	0%	2%	16%
CCN(CC(=O)NCc1cccs1)C(=O)CCC(=O)c1ccc(C)cc1	2%	?	3	-4%	0.0%	-9%	-1%	8%	18%
CCOC(=O)c1sc(NC(=O)CSc2nc(C)cc(C)n2)c(C#N)c1C	-13%	i	31	1%	-0.8%	-18%	?	-6%	?
CN(C)CCNC(=O)NC1CCCCC1	-8%	i	7	32%[activator]	0.6%	11%	16%	-9%	/
O=c1cc(-c2ccccc2)n2c(SCc3ccccc3)nnc2[nH]1	/	/	/	0%	3.8%	2%	/	-8%	/
CCn1c(SCC(=O)N2CCN(c3ccc(Cl)cc3)CC2)nc2ccccc2c1=O	-6%	?	-8	-2%&-18%	-0.6%	1%&-1%	24%	-15%&-21%	?
Cc1cc(/C=C2\SC(=S)N(C)C2=O)c(C)n1-c1ccccc1O	-4%	?	-84*	22%	7.5%	?	13µM*	-55%	?
CCc1cc2cc(C)cc(C)c2nc1Cl	-10%	i	15	-3%	-0.5%	6%	13%	-1%	19%
CCOc1ccc(NC(=O)CC2C(=O)NCCN2C(=O)c2ccc(Cl)cc2)cc1 (stereo unspecified)	-21%	i	-8	2%	0.2%	2%	0%	6%	5%
COc1ccccc1Cn1c(CNS(=O)(=O)c2cccc([N+](=O)[O-])c2)nc2cccnc21	/	/	/	?	5.8%	-1%	/	-21%	/
O=C(C1=C[C@@H](c2ccc(C(F)(F)F)cc2)C[C@@H](OCCCCO)O1)N1CCN(Cc2ccc3c(c2)OCO3)CC1	-9%	?	?	-40%	0.9%	-8%	25%	-18%	?
COc1ccc(/C=C/C(=O)NC(=S)NCc2ccccc2)cc1OC	-7%	i	-3	3%	2.7%	-3%	7%	7%	-11%
COC(=O)[C@@]1(Sc2ccc(C)cc2)CC(=O)N(c2ccc(Cl)cc2)[C@@H]1c1ccccc1	-5%	i	18	/	7.1%	/	/	/	/
COc1ccc(C(C[N+](=O)[O-])c2c(C)[nH]n(-c3ccccc3)c2=O)cc1 (stereo unspecified)	18%	i	-52*	-24%	21%	1%	12µM*	-22%	4%
CC(NC(=S)Nc1cccc(F)c1)C(c1cccs1)N1CCOCC1 (stereo unspecified)	-14%	?	-11	5%	-0.2%	-4%	-6%	-9%	-24%
Oc1cc2c(cc1CN1CCN(c3ncccn3)CC1)OCO2	20%	i	-10	-9%	4.4%	-2%	11%	-27%	4%
CC1CN(CC(=O)Nc2ccc([N+](=O)[O-])cc2Br)CC(C)O1 (stereo unspecified)	-18%[2.22 µM]	i	0	-3%	0.4%	1%	-30%	-12%	-11%
O=C(c1ccc(Cl)cc1)C1CCN(C(=O)c2ccccc2F)CC1	/	/	-13	-27%	-0.3%	-2%	2%	-9%	?
CC(C)n1nc(C(=O)Nc2nc3ccccc3[nH]2)c2ccccc2c1=O	-26%	i	-53*	2%	5.7%	5%	?	-18%	?
COC(=O)Nc1ccc(S(=O)(=O)N2CCC(C(=O)N3CCCCC3C)CC2)cc1 (stereo unspecified)	-21%	i	-8	-9%	-0.4%	?	-2%	-19%	?

High-throughput results deposited in PubChem BioAssay by National Center for Advancing Translational Sciences (NCATS).
